MMP13 fTHP cleavage: human MMP13 inhibition, fluorescence-interfering compounds – biochemical, possible fluorescent artifacts, delta fluorescence, confirmation (AID 734) | inhibition, %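 (each compound tested at 4 µM nominal in triplicate)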 | 5,100 tested, under 10 active | MMP13 fTHP FRET cleavage, delta fluorescence 4 h; stronger effect = higher value;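 active = inhibition above the mean inhibition over all tested compounds plus 3 SD, cut at about 75% in these data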;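 note: 0% = DMSO only wells and 100% = 8 µM reference MMP13 inhibitor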
Active calls of the source: *. Only part of the results is shown, so the mix of outcomes need not match the whole.

SMILES | MMP13 fTHP cleavage
COC(=O)C(C)Oc1cc(C)cc2oc(=O)c3c(c12)CCCC3 (configuration not stated) | 0.4
Cn1c2ccccc2c2c(C(=O)N3CCC4(CC3)OCCO4)cn(C3CCCCC3)c(=O)c21 | -6.2
Nc1ccccc1C(=O)OCCOc1ccccc1 | 0.7
CCCCSP1(=S)NCCCO1 (configuration not stated) | 2.6
CCOC(=O)c1c(C)n(Cc2ccccc2)c2ccc(OCC(O)Cn3nc(C)nc3C)cc12 (configuration not stated) | -0.6
CCOC(=O)c1c(N)n(Cc2ccco2)c2nc3ccccc3nc12 | -15.8
Cc1cc(OCC(=O)OC(C)C)c2c3c(c(=O)oc2c1)CCCC3 | -3.8
CC(C)CCNC(=O)c1c(N)n(CC2CCCO2)c2nc3ccccc3nc12 (configuration not stated) | 11.4

A draw from above in order of count of non-hydrogen atoms, rising:
SMILES | MMP13 fTHP cleavage
CCCCSP1(=S)NCCCO1 (configuration not stated) | 2.6
COC(=O)C(C)Oc1cc(C)cc2oc(=O)c3c(c12)CCCC3 (configuration not stated) | 0.4
Cn1c2ccccc2c2c(C(=O)N3CCC4(CC3)OCCO4)cn(C3CCCCC3)c(=O)c21 | -6.2
CCOC(=O)c1c(C)n(Cc2ccccc2)c2ccc(OCC(O)Cn3nc(C)nc3C)cc12 (configuration not stated) | -0.6
